Bioassay records (PubChem BioAssay)
CXCR6 inh: CXCR6 receptor inhibitors, primary screen, cell-based, beta-arrestin, luminescence, CHO-K1 PathHunter, 1536-well; actives 0.36% (n = 360,000); inhibition, % at 20 µM; C-X-C chemokine receptor type 6 (Homo sapiens), O00574; in the data active means inhibition above about 34%, passing the limit was not always enough;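 further: antagonist mode with CXCL16 agonist at 10 nM final; 0% = 10 nM CXCL16 with DMSO and 100% = unstimulated wells without agonist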
Target sequence (O00574 whole entry, looked up): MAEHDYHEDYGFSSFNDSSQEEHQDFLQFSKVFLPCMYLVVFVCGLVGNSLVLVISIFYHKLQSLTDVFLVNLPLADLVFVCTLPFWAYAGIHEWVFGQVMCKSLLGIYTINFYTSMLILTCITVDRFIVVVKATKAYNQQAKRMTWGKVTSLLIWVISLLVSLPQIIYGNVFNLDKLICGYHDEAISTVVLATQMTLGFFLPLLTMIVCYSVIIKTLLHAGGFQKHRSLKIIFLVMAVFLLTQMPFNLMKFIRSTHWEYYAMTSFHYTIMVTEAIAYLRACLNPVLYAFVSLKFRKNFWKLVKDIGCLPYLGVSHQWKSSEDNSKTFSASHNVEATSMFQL
697 NFkB inh: inhibitors of PMA/ionomycin-induced NF-kB reporter, 697 cells, primary screen, B-cell NF-kB inhibitor project, cell-based, luminescence, uHTS | 697 B-cell NF-kB luciferase reporter, 16 h | inhibition, % at 4 µM | actives 0.33% (n = 330,000) | AID 435022, 2010; in the data active means inhibition above about 35%
EBI2 antag: EBI2 receptor antagonists, beta-arrestin recruitment, primary screen, cell-based, luminescence, 7a,25-OHC stimulation, uHTS. inhibition, % at 5 µM. actives 0.81% (n = 360,000). AID 651636, 2012. G-protein coupled receptor 183 (Homo sapiens), P32249. 7a,25-OHC stimulated; in the data active means inhibition above about 38%;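 further: enzyme fragment complementation signal reports receptor beta-arrestin coupling in cells; 0% = agonist plus DMSO wells and 100% = wells without agonist; some results beyond the cut were filed as inactive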
Jurkat NFkB inh: inhibitors of induced NF-kB luciferase reporter, primary screen, TCR NF-kB activation inhibitor project, cell-based, luminescence, uHTS. inhibition, % at 4 µM. AID 435003, 2010. Jurkat, PMA/ionomycin-induced NF-kB luciferase reporter. actives 0.53% (n = 330,000); in the data active means inhibition above about 50%
CCR6 antagonist: CCR6 receptor antagonists, primary screen, cell-based, CHO-K1, luminescence, beta-arrestin, uHTS; actives 0.49% (n = 340,000); C-C chemokine receptor type 6 (Homo sapiens), P51684; CHO-K1 CCR6 PathHunter beta-arrestin, CCL20-stimulated; inhibition, % at 20 µM;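 active means compounds whose inhibition of the agonist-driven luminescence signal at 20 µM reaches about 50%, limit read from the data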;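 further: cells stimulated with CCL20 at 14 nM final; plate controls were DMSO with CCL20 for no effect and DMSO without agonist for full effect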
Target sequence (P51684 whole entry, looked up): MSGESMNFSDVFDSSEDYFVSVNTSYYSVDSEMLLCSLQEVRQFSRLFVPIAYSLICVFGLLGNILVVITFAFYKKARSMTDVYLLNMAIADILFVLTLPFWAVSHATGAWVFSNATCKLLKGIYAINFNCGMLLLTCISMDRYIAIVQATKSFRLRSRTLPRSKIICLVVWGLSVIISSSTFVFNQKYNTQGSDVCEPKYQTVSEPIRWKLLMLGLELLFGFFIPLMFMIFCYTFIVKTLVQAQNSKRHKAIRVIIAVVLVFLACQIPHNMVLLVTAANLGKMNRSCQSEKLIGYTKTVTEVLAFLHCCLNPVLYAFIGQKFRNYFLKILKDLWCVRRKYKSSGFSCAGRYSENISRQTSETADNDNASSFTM
Gli-Sufu antag: Gli-Sufu pathway antagonists, primary screen, luciferase luminescence, Sufu-KO-LIGHT cells, uHTS | inhibition, % at 5 µM | AID 588413, 2011 | Sufu-KO-LIGHT fibroblasts, Gli luciferase reporter luminescence | actives 0.74% (n = 340,000);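 active means inhibition above about 55%, limit read from the data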;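 further: 0% = DMSO-treated cells and 100% = wells with medium but no cells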
UPR CHOP act: activators of apoptotic CHOP UPR arm, primary screen, cell-based, CHO-CHOP luciferase reporter, luminescence, uHTS; UPR activation; percent of tunicamycin response over DMSO baseline; actives 0.34% (n = 330,000); AID 449763, 2010; activation, % at 10 µM;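 active means at 10 µM dose, activation of 40% or more, normalized to positive control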;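 further: 100% = tunicamycin at 10 µg/mL and 0% = DMSO alone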
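System: CHO-CHOP luciferase reporter cell line | Buffer or medium: F12 medium containing 10% fetal bovine serum | Doses: One dose, 10 µM in 0.5% DMSO | Times: 6 h compound exposure at 37 °C after overnight seeding | Signal: Luciferase luminescence | Read-out: % activation vs tunicamycin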
UPR XBP1 act: activators of adaptive XBP1 UPR arm, primary screen, cell-based, CHO-XBP1 luciferase reporter, luminescence, uHTS; IRE1-XBP1 UPR activation; percent of tunicamycin response, DMSO as zero; activation, % at 20 µM; actives 0.33% (n = 330,000); AID 463104, 2010;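 active means versus positive control, 20 µM dose yields 30% or more activation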;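 further: 100% = tunicamycin at 10 µg/mL and 0% = DMSO only wells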
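Material: CHO cell line with stable XBP1 luciferase reporter; schedule: 16-18 h cell attachment at 37 °C, then 6 h compound exposure; signal: glow luminescence from Steady-Glo reagent; medium: serum-containing F12 medium, 10% FBS; benchmarks: tunicamycin 10 µg/mL and vehicle-only wells; read-out: percent activation relative to tunicamycin reference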
Mdm2 MdmX PPI: inhibitors of human Mdm2-MdmX association, primary screen, cell-based, luminescence, split luciferase, SaOS-2, uHTS | SaOS-2 split-luciferase Mdm2/MdmX complementation | Protein Mdm4 (Homo sapiens) + E3 ubiquitin-protein ligase Mdm2 (Homo sapiens), … | actives 3% (n = 330,000) | inhibition, % at 8 µM;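 active means inhibition of at least 50% at 8 µM in the primary screen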
An asterisk follows results filed as active; / = not tested or not shown; & = joins results of further samples.

Structure	UPR XBP1 act	Mdm2 MdmX PPI	Gli-Sufu antag	EBI2 antag	CCR6 antagonist	Jurkat NFkB inh	CXCR6 inh	697 NFkB inh	UPR CHOP act
COc1ccc(NC(=O)CSc2nnc(CNC(=O)COc3ccc(Cl)cc3)o2)cc1	5	-1	-4	2	4	-5	-1	-6	1.3
Cc1ccc(OCC(=O)c2c[nH]c3ccccc23)c([N+](=O)[O-])n1	2	-10	-12	-4	9	2	-12	-1	1.4
CCN=C1SC(C(=O)Nc2ccccc2)CC(=O)N1CC (configuration not stated)	0	28	6	-12	6	6	-4	11	0.9
CC1(C)Cc2c(sc(/N=C/N3CCCCC3)c2C#N)C(C)(C)N1	3	12	4	-7	6	-24	3	13	-2.1
Cc1noc(C)c1C(=O)OC(C)C(=O)Nc1ccc(C(N)=O)cc1 (configuration not stated)	-1	9	-3	-2	4	9	9	19	-0.3
Cc1ccc(NS(=O)(=O)c2ccc3c(c2)CCC(=O)N3)cc1C	0	-3	4	-10&-3	3	23	-9&2	23	1.6
COc1cc(/C=C/CO)ccc1O[C@@H]1O[C@H](CO)[C@@H](O)[C@H](O)[C@H]1O	2	-19	-3	-2	-2	11	-6	18	1.4
Cc1ccccc1NC(=O)COC(=O)c1cc(S(=O)(=O)N2CCOCC2)ccc1C	-1	36	0	2	19	5	-10	18	-0.4
CC(Oc1ccc(C(C)(C)C)cc1)c1ccnc2nc(/N=C/N(C)C)nn12 (configuration not stated)	0	3	-1	2	-7	12	2	-12	-1.0
CCOc1ccc(Br)cc1S(=O)(=O)Nc1ccc(C(=O)OCC(=O)Nc2ccc(C#N)cc2)cc1	3	26	-19	-8	11	4	11	22	-1.0

Going on with the list.
Structure	UPR XBP1 act	Mdm2 MdmX PPI	Gli-Sufu antag	EBI2 antag	CCR6 antagonist	Jurkat NFkB inh	CXCR6 inh	697 NFkB inh	UPR CHOP act
CCOC(=O)N1CCN(C(=O)c2ccc3c(=O)n(Cc4ccccc4)c(=S)[nH]c3c2)CC1	-2	20	2	2	10	-1	17	-14	-0.9
Fc1ccc(-c2[nH]ncc2-c2nnnn2-c2ccccc2)c(F)c1	1	12	3	-1	-7	-2	-2	16	0.7
CC(=O)c1cccc(S(=O)(=O)Nc2cccc(S(=O)(=O)NC3=NCCC3)c2)c1	-2	12	-1	4	-7	6	2	22	0.6
CCN1CCN(C(=S)Nc2cccc([N+](=O)[O-])c2)CC1	-2	7	8	-7	1	4	1	4	0.9
O=C(c1cc2cc(F)ccc2[nH]1)N1CCN(c2ccc(F)cc2)CC1	0	0	5	71*	16	8	-2	16	0.2
CCOc1ccc(C2=CS/C(=C(\C#N)c3nnc4n3CCCCC4)N2CC)cc1	-1	14	-9	-3	-6	4	-2	-8	-1.8
O=C(COc1ncnc2ccccc12)NCCc1ccccc1	-3	-10	-4	-6	-7	-3	3	11	-0.9
CCc1nnc(SCC(=O)Nc2ccc3ccccc3c2)n1N	-3	13	-10	-2	7	13	-9	6	1.3
O=C(c1cc(C2CC2)nn1-c1ccccc1)N1CCN(S(=O)(=O)c2ccccc2)CC1	-3	12	/	5	8	25	7	12	-0.2
Cc1nc(-c2ccc(S(=O)(=O)Nc3cc(F)ccc3F)cc2)co1	1	11	19	-3	-13	0	1	3	0.0

(listing goes on)
Structure	UPR XBP1 act	Mdm2 MdmX PPI	Gli-Sufu antag	EBI2 antag	CCR6 antagonist	Jurkat NFkB inh	CXCR6 inh	697 NFkB inh	UPR CHOP act
O=C(Nc1ccc(-c2nc3ccccc3[nH]2)cc1)c1ccccc1NS(=O)(=O)c1ccc(F)cc1	-1	-2	-13	-3	6	-4	-2	-3	4.6
Cn1cnnc1SCc1nnc(-c2ccccc2Br)o1	0	16	-11	0	7	-14	-7	-5	1.1
COC(=O)c1cc(S(=O)(=O)Nc2cccc(-c3cnco3)c2)oc1C	-3	8	4	-3	1	13	-3	25	13
Cn1c(Cc2ccccc2)nnc1SCC(=O)N1CCN(c2ccccc2)CC1	0	5	2	-16	0	9	-4	-13	0.6
CCCNC(=O)Nc1ccccc1C(=O)Nc1ccc(OC)cc1	-2	8	2	3	5	-5	-1	-4	1.2
COc1ccc(N2CCN(C(=O)c3ccc4c(=O)n5c(nc4c3)CCCCC5)CC2)cc1	3	17	-13	0	6	-8	-3	-3	-0.4
COc1ccc2nc(NC(=O)CSc3nnc(C)s3)sc2c1	1	80*	-48	-11	-1	-59	6	-81	5.9
O=c1nc(-c2ccccc2)c2cc(Cl)ccc2[nH]1	0	9	-1	11	9	-6	-1	-5	-1.0
O=C(NCc1ccc2c(c1)OCO2)c1cccc(C(=O)NCc2ccc3c(c2)OCO3)c1	-3	-28	-7	13	-3	10	-6	5	-0.9
O=C(O)CNS(=O)(=O)c1ccc(C2CCCCC2)cc1	-2	-15	7	-5	-14	8	-4	9	0.8

Other compounds.
Structure	UPR XBP1 act	Mdm2 MdmX PPI	Gli-Sufu antag	EBI2 antag	CCR6 antagonist	Jurkat NFkB inh	CXCR6 inh	697 NFkB inh	UPR CHOP act
O=CN1CCN(C=O)C(O)C1O (configuration not stated)	/	/	5	-6	-4	/	5	/	/
CCOC(=O)c1cnc(Nc2nc3ccccc3o2)nc1C	-6	57*	40	13	25	24	20	-23	-8.7
C/C(=N/N1CCN(c2ccccn2)CC1)c1ccc([N+](=O)[O-])cc1	3	11	5	-8	-13	-6	-9	-3	-1.0
Cc1noc(C(F)(F)F)c1C(=O)NNC(=O)c1ccccc1	-2	19	8	1	2	8	8	8	2.2
CCc1cc2c(SCC(=O)Nc3ccc(Cl)cn3)ncnc2s1	/	/	-3	-4	19	/	8	/	/
Nc1nonc1-n1nnc(C(=O)N/N=C/c2ccc3c(c2)OCO3)c1CSc1ccccc1	1	16	-20	14	12	-8	7	-28	-0.6
CCN(C(=O)CSc1nc(C)cc(=O)[nH]1)C1CCCCC1	0	-9	5	-10	-6	0	0	-7	0.1
O=C(CSc1ccc(-c2cccnc2)nn1)Nc1ccc(F)c(F)c1	-5	27	11	-13	-11	2	-11	-6	2.1
CC(C)Oc1cccc(C(=O)NC(=S)Nc2ccccc2N2CCOCC2)c1	-3	29	2	23	25	-4	15	-25	1.8
CSc1ccccc1NC(=O)CCc1ccccc1	0	7	-7	2	6	3	-3	-2	1.7

(next part)
Structure	UPR XBP1 act	Mdm2 MdmX PPI	Gli-Sufu antag	EBI2 antag	CCR6 antagonist	Jurkat NFkB inh	CXCR6 inh	697 NFkB inh	UPR CHOP act
COc1ccc(OC)c(C(=O)c2ccc(C(=O)c3cc(OC)ccc3OC)cc2)c1	-5	19	-1	14	10	10	8	-19	-0.1
Cc1ccc(NC(=S)NC(=O)/C=C/c2ccc(Cl)cc2)cc1	-1	48	-2	-11	-14	5	-3	3	-1.0
O=C(Nc1ccccc1)OCC1CCCO1 (configuration not stated)	1	20	-8	-6	-7	-29	8	-8	1.6
COC(=O)c1ccccc1NC(=O)N1CCN(S(=O)(=O)c2ccc(Cl)cc2)CC1	2	10	11	2	21	2	3	24	1.1
O=[N+]([O-])c1ccc(Sc2cccc3cccnc23)c2cccnc12	7	65*	42	6	16	13	2	-13	-0.8
Cc1nc2ccc(NS(=O)(=O)c3c(C)c(C)cc(C)c3C)cc2s1	-5	38	7	15	3	14	4	-38	-1.3
CCOc1cccc(/C=C/c2ccc3ccccc3n2)c1OC(C)=O	2	-35	-69	16	-9	-175	-15	-427	4.0
COc1cccc(C(=O)O/N=C/c2ccc(Sc3ccc(C)cc3)nc2)c1	-1	27	-27	6	-16	-27	-6	-20	2.1
COc1ccc(-c2nnco2)cc1OC	4	13	-9	-28	-2	-1	3	22	0.6
Cc1ccc(OCC(=O)NC(=S)Nc2cccc(NC(=O)c3ccccc3Cl)c2)cc1	-2	-4	3	7	29	13	3	5	1.2

Additional structures follow.
Structure	UPR XBP1 act	Mdm2 MdmX PPI	Gli-Sufu antag	EBI2 antag	CCR6 antagonist	Jurkat NFkB inh	CXCR6 inh	697 NFkB inh	UPR CHOP act
Cc1nc(SCC(=O)NC(C)c2ccccc2)c2oc3ccccc3c2n1 (configuration not stated)	3	2	24	3	1	-6	10	4	-2.6
CC(=O)c1ccc(NC(=O)CN2C(=O)NC3(CCc4ccccc43)C2=O)cc1 (configuration not stated)	0	-6	-7	-1	2	-4	-3	-2	2.2
COc1ccc(C2(O)C(=O)Nc3ccccc32)cc1 (configuration not stated)	1	13	2	-10	-1	-9	0	5	1.9
COc1ccc(OCCOC(=O)CNS(=O)(=O)c2ccc(SC)c([N+](=O)[O-])c2)cc1	1	-1	-4	6	-14	8	-12	-3	2.7
COC(=O)c1ccc(C2/C(=C(/O)c3ccc4c(c3)CC(C)O4)C(=O)C(=O)N2CCN2CCOCC2)cc1 (configuration not stated)	-2	12	47	2	-8	9	6	20	-0.7
COC(=O)c1ccc(/C=C2\Oc3ccccc3NC2=O)cc1	0	3	-60	11	6	-20	-2	-107	6.2
CC1CCCCC1n1c(=S)[nH]c2ccccc2c1=O (configuration not stated)	12	6	-2	8	-17	-13	-2	-33	-1.6
